# Assay outcomes deposited in PubChem by several laboratories.
# UBC9 SUMO inh: blocks human SUMOylation mediated by UBC9; HTRF SUMOylation assay, SAE1/SAE2 + UBC9, in vitro; AID 2006; inhibition, % at 35 µM; hit rate 0.36% among 290,000; in the data active = inhibition above about 50%, passing the limit was not always enough; note: strong numbers were not always called active
# Target sequence (P63279 whole entry, looked up): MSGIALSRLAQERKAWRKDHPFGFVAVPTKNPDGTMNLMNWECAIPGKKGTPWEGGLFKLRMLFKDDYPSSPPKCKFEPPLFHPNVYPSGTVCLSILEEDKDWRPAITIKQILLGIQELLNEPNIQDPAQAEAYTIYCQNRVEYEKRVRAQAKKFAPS
# pCIP destab: compounds decreasing mouse p/CIP protein stability. Q05BA5. hit rate 0.01% among 290,000. decrease of EGFP signal, % at 10 µM. AID 1984. F442A p/CIP-EGFP cells, EGFP fluorescence, 16 h;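 active = EGFP signal decrease of at least 30% at 10 µM or well 3 SD below plate mean, unless failing retest; inactive = the rest, including hits failing retest or dose response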; note: some compounds called inactive have numbers as strong as hits; many of its hits are not listed in these tables
# CRFR2-BP antag: blocks CRF-induced signaling of the CRF-BP/CRF-R2 complex. inhibition, % at 11.8 µM. hit rate 0.59% among 350,000. HEK293 CRF-R2/CRF-BP, CRF-induced calcium fluorescence;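 active = inhibition of the ligand-induced calcium signal above about 50% at the single tested concentration, limit read from the data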
# GalR3 antagonist: human GalR3 antagonism; O60755; HEK293 GalR3-CNG cAMP membrane potential fluorescence; galR3 body fused to GalR1 C-terminus; inhibition, % at 3 µM; hit rate 0.44% among 360,000; AID 651719;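 active = inhibition above the screen-wide average plus 3 SD, cut at about 13% in these data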;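 note: forskolin and galanin both at EC90 stimulate the cells; cAMP rise reported by CNG channel membrane potential dye signal; 0% = forskolin plus galanin with DMSO and 100% = forskolin alone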
# Target sequence (O60755 1-299 limits assumed): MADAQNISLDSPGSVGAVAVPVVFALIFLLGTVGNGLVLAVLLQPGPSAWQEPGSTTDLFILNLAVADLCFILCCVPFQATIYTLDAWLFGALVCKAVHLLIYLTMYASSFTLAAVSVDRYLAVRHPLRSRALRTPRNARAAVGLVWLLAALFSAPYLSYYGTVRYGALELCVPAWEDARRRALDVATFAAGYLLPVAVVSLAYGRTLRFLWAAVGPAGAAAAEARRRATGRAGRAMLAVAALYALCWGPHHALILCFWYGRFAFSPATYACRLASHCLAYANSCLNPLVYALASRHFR
# IDE cell activ: IDE (human) activation, cell-based; P14735; HEK cells, FAbeta-B cleavage, fluorescence polarization; 0% vehicle, 100% cell-free pure enzyme wells; activation, % at 5.96 µM; hit rate 0.073% among 340,000; AID 493087;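 active = activation above the mean of all tested compounds plus 3 SD, set per screening campaign, cut at about 17% in these data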
# NS3 helicase inh: HCV NS3 helicase inhibition; hit rate 0.56% among 290,000; inhibition, % at 10.9 µM; NS3 helicase DNA unwinding, Cy5 molecular beacon fluorescence;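 active = inhibition above the mean of all tested compounds plus 3 SD, set per campaign, cut at about 35% in these data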;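 note: 0% = DMSO wells and 100% = thioflavine S control wells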
#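 Compound dosing – single dose, 10.9 µM nominal final, DMSO 0.8% final · System – NS3 helicase fragment of HCV · Buffer or medium – MOPS pH 6.5, MgCl2, DTT, Tween20, BSA · Signal – Cy5 beacon fluorescence read at start and 1 h · Also added – annealed dual-labelled DNA beacon duplex, ATP-started · Schedule – 1 h at 25 °C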
# IDE cell inh: cellular human IDE inhibition; P14735; HEK cells, FAbetaB cleavage, fluorescence polarization; inhibition, % at 5.59 µM; hit rate 0.41% among 320,000; AID 434962;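 active = percent inhibition above the average of all tested compounds plus 3 SD, set per screening campaign, cut at about 16% in these data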;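 note: IDE supplied by intact live HEK cells; FP after avidin binding of uncleaved biotin substrate so inhibition keeps polarization high; 0% = DMSO wells and 100% = 60 µM reference IDE inhibitor Ii1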
# VIM-2 inhibitor: inhibitors of Pseudomonas aeruginosa VIM-2 metallo-beta-lactamase. purified VIM-2, nitrocefin hydrolysis, epi-absorbance fluorescence. inhibition, % at 5.6 µM. hit rate 0.89% among 290,000;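 active = inhibition above the mean of all tested compounds plus 3 SD, cutoff set per screening run, cut at about 7.5% in these data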;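 note: red hydrolysis product quenches plate fluorescence so inhibitors raise well fluorescence; 0% = enzyme with DMSO and 100% = DMSO without enzyme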
# IMP-1 inh: blocks Pseudomonas aeruginosa IMP-1 metallo-beta-lactamase; purified IMP-1, nitrocefin hydrolysis, epi-absorbance fluorescence; inhibition, % at 5.6 µM; hit rate 0.45% among 290,000; AID 1556;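 active = inhibition above the mean plus 3 SD of all compounds in the same screening run, cut at about 4.5% in these data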;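 note: 0% = IMP-1 with DMSO and 100% = DMSO wells lacking enzyme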
#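 assay system = purified recombinant IMP-1 metallo-beta-lactamase enzyme | schedule = 15 min preincubation plus 25 min reaction at 25 °C | signal = Epi-absorbance fluorescence, 480 nm excitation, 530 nm emission | read-out basis = percent inhibition from optical density relative to buffer-blank wells | controls = IMP-1 with DMSO as 0%, enzyme-free DMSO as 100%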
# * marks the source's active call; other numbers are inactive results; / = no result given. This is a random part of the collection; 3.2% or so of the library scored in one or more.
item	SMILES	UBC9 SUMO inh	pCIP destab	CRFR2-BP antag	GalR3 antagonist	IDE cell activ	NS3 helicase inh	IDE cell inh	VIM-2 inhibitor	IMP-1 inh
1	N=c1ccn(Cc2ccc(F)cc2)cc1	20	-12	-20	-3	/	-2	9	-1.1	-3.1
2	CC1CCN(C(=O)CCCN2C(=O)c3cccnc3Oc3ccc(Cl)cc32)CC1	13	-14	-9	-6	1	-4	-3	-0.9	-1.3
3	COc1ccc(C(OC(=O)c2ccco2)C(=O)NC2CCCCC2)cc1 (stereo not given)	-9	5	-3	-4	-3	-2	-6	1.4	-2.1
4	Cn1c(SCC(=O)N2CCCC2)nc2ccccc21	0	-8	16	0	1	-11	-6	-2.3	-2.8
5	O=C(Nc1ccc2c(c1)CCC2)c1cnc(Cl)c(Cl)c1	-2	2	-12	0	1	5	8	-2.1	-1.6
6	COc1ccc(NC(=O)c2ccc(Cl)c(NC(=O)c3ccncc3)c2)cc1	11	-6	/	/	/	1	4	-2.6	-2.8
7	CNC(=O)c1nnsc1S(=O)c1ccc(Cl)cc1 (stereo not given)	18	-9	20	-3	-15	-2	/	0.9	-1.1
8	CCNc1nc(Oc2ccc(C(=O)OC)cc2)nc(N2CCOCC2)n1	10	-10	2	-6	-2	10	-4	-2.2	-4.4
9	CCCCn1c(=O)[nH]c(=O)c2c1nc(CN1C(=O)c3ccccc3S1(=O)=O)n2CCC	11	-7	0	4	-1	-3	1	-3.2	-3.1
10	CC(=O)c1ccc(OCc2cc(C(=O)N3CCN4CCCC4C3)no2)cc1 (stereo not given)	5	2	-12	-2	-2	-4	5	-0.5	-1.6
11	COCC(C)n1c(C)cc(C(=O)CSc2nc(C)c(C)c(C)n2)c1C (stereo not given)	18	-4	16	2	1	2	1	-1.9	-1.4
12	CCOC(=O)CNC(=O)CNC(=O)c1nn(-c2ccc(OC)c(OC)c2)c(=O)c2ccccc12	-7	0	5	0	-3	26	-7	-0.7	-1.0
13	Cc1ccc(S(=O)(=O)N(C)C)cc1NC(=O)COC(=O)C1CC1	/	/	6	0	1	/	-2	/	/
14	Cc1ccc(C(CNC(=O)Nc2ccc(Cl)cc2)N2CCN(C)CC2)cc1 (stereo not given)	-4	3	-12	-2	8	-20	1	-2.9	-2.0
15	NNC(=S)NCc1ccc2c(c1)OCO2	11	-15	5	-1	0	-3	5	-0.9	-4.5
16	CCOc1ccc(C(=O)Nc2ccc3c(c2)OCCO3)cc1[N+](=O)[O-]	-13	0	0	0	/	-6	4	-1.4	-0.8
17	COc1cc(OC)nc(NC(=O)NS(=O)(=O)c2ccccc2Cl)n1	-3	1	10	7	0	-3	1	-2.8	-3.0
18	Cc1ccc(NC(=O)NC2(C(=O)NCc3ccccc3)CCCCC2)cc1	14	-1	5	-5	-1	18	2	-2.1	-2.5
19	COc1ccc(Oc2cc(C)c3cccc(C)c3n2)cc1	-3	-10	18	0	1	-1	1	-4.2	-1.7
20	CC(C)CCn1c(SCC(=O)c2ccccc2)nc2c1c(=O)[nH]c(=O)n2C	31	-8	3	-4	2	-9	-2	3.2	-4.2
21	CCc1nnc(NC(=O)c2oc3ccc(Br)cc3c2C)s1	/	/	-21	-6	5	/	-3	/	/
22	CCN(CC)C(=O)c1cccc2nc3ccccc3nc12	25	-1	-9	-1	7	-6	6	-1.3	-2.7
23	Cc1c(=O)n(OCc2cccc(F)c2)c2ccccc2[n+]1[O-]	9	4	-28	2	-6	1	-4	-1.3	-0.4
24	CC(=O)N1CCN(CC(=O)Nc2ccc(C)c(S(=O)(=O)N(C)C)c2)CC1	18	-4	7	-6	-4	-25	4	-1.7	-1.2
25	COc1ccc(CC(=O)Nc2cc(S(=O)(=O)N3CCCCC3)ccc2C)cc1OC	-8	-4	1	1	-6	10	-5	-1.5	-1.3
26	O=C1CC(c2cccs2)c2cc3c(cc2N1)OCCO3 (stereo not given)	15	-2	0	-8	-1	4	-1	-1.6	-3.6
27	CC(=O)ONC(=Nc1ccccc1)c1nonc1N	7	-5	5	-2	6	14	-5	0.8	0.3
28	CCCN(CCC)C(=O)Cn1c2ccccc2c2nc(=O)cc(C)n21	3	-4	-7	/	6	-2	0	-2.4	-3.9
29	O=C(N/N=C/c1ccc(O)cc1)c1nc(-c2ccccc2)n(-c2ccccc2)n1	4	0	-20	-4	1	-7	2	-4.5	-1.1
30	Cc1ccccc1N(C(=O)c1csnn1)C(C(=O)NC(C)(C)C)c1cccs1 (stereo not given)	8	-14	13	1	7	-3	-7	-5.5	-2.0

# Arranged by molar mass (ascending): some entries from above.
item	SMILES	UBC9 SUMO inh	pCIP destab	CRFR2-BP antag	GalR3 antagonist	IDE cell activ	NS3 helicase inh	IDE cell inh	VIM-2 inhibitor	IMP-1 inh
27	CC(=O)ONC(=Nc1ccccc1)c1nonc1N	7	-5	5	-2	6	14	-5	0.8	0.3
4	Cn1c(SCC(=O)N2CCCC2)nc2ccccc21	0	-8	16	0	1	-11	-6	-2.3	-2.8
26	O=C1CC(c2cccs2)c2cc3c(cc2N1)OCCO3 (stereo not given)	15	-2	0	-8	-1	4	-1	-1.6	-3.6
5	O=C(Nc1ccc2c(c1)CCC2)c1cnc(Cl)c(Cl)c1	-2	2	-12	0	1	5	8	-2.1	-1.6
28	CCCN(CCC)C(=O)Cn1c2ccccc2c2nc(=O)cc(C)n21	3	-4	-7	/	6	-2	0	-2.4	-3.9
8	CCNc1nc(Oc2ccc(C(=O)OC)cc2)nc(N2CCOCC2)n1	10	-10	2	-6	-2	10	-4	-2.2	-4.4
11	COCC(C)n1c(C)cc(C(=O)CSc2nc(C)c(C)c(C)n2)c1C (stereo not given)	18	-4	16	2	1	2	1	-1.9	-1.4
10	CC(=O)c1ccc(OCc2cc(C(=O)N3CCN4CCCC4C3)no2)cc1 (stereo not given)	5	2	-12	-2	-2	-4	5	-0.5	-1.6
17	COc1cc(OC)nc(NC(=O)NS(=O)(=O)c2ccccc2Cl)n1	-3	1	10	7	0	-3	1	-2.8	-3.0
20	CC(C)CCn1c(SCC(=O)c2ccccc2)nc2c1c(=O)[nH]c(=O)n2C	31	-8	3	-4	2	-9	-2	3.2	-4.2
9	CCCCn1c(=O)[nH]c(=O)c2c1nc(CN1C(=O)c3ccccc3S1(=O)=O)n2CCC	11	-7	0	4	-1	-3	1	-3.2	-3.1

# The listing continues:
item	SMILES	UBC9 SUMO inh	pCIP destab	CRFR2-BP antag	GalR3 antagonist	IDE cell activ	NS3 helicase inh	IDE cell inh	VIM-2 inhibitor	IMP-1 inh
31	COc1ccc(-c2nc(SC)n(S(=O)(=O)c3ccccc3)n2)cc1	-17	-3	-2	-2	3	0	3	-1.4	-6.1
32	O=C(NCc1ccc(/C=N\NC(=O)C(=O)Nc2ccccc2Br)o1)C(=O)Nc1ccccc1	24	2	9	-10	-5	21	-3	-1.2	0.5
33	CCOC(=O)N1CCN(c2cc(=O)n(-c3ccc(Br)cc3)c(=O)[nH]2)CC1	-6	-9	-29	/	4	5	2	-3.7	-6.0
34	O=C(NCc1ccccc1Cl)C1CCN(c2cnccn2)CC1	1	-4	-18	4	5	0	1	1.8	0.2
35	Cc1ccc(OCC(=O)Nc2ccccc2N2CCOCC2)c(C)c1	-3	-3	-7	-6	-3	-1	0	0.0	1.1
36	CCOCCCNC(=O)c1ccc2c(c1)N(Cc1ccccc1)C(=O)CS2=O (stereo not given)	8	-12	-10	-1	5	-2	4	-4.4	-4.1
37	CCOC(=O)c1c(/N=C/c2ccc(O)cc2O)sc2c1CCC2	29	-9	/	/	/	11	4	-1.9	-1.4
38	COc1ccccc1CCNC(=O)CCSc1nc(-c2ccco2)cc(C(F)(F)F)n1	32	3	15	2	11	6	0	-2.8	-1.6
39	Oc1ccc(/C=N/n2c(COc3ccccc3)n[nH]c2=S)c(O)c1	5	2	9	-8	-4	-1	3	0.8	-1.7
40	COCC(=O)N(C)C1(c2nnnn2CCOC(=O)Nc2ccc(Cl)cc2)CCCCC1	-5	-8	-12	3	2	31	-4	-2.0	-0.9
41	CC(=O)Nc1ccc(NC(=O)C(C)OC(=O)c2ccccc2NS(=O)(=O)c2cccs2)cc1 (stereo not given)	16	-1	-7	-3	-1	2	-3	-3.4	-2.7
42	COc1ccc(C(=O)NCCSCc2ccccc2Cl)cc1OC	3	-9	2	-8	0	-9	0	-0.9	-0.5
43	O=C(CC1C(=O)NCCN1Cc1ccccc1)NCCCOc1cccnc1 (stereo not given)	4	-3	12	1	5	-3	5	-0.2	-2.5
44	CN(C)c1oc(COc2ccc(F)cc2)nc1C#N	-6	4	8	-2	-4	1	-4	-3.2	-3.6
45	COc1ccc(CC(=O)OCC(=O)Nc2ccc3c(c2)OCO3)cc1	11	-7	1	-4	0	1	6	-2.7	-4.0
46	CCN1CC=C2C(C#N)=C(N)C(C#N)(C#N)[C@H](c3cccc(OC)c3OC)[C@H]2C1	33	-22	-37	-4	0	-7	2	-1.9	-0.1
47	COc1ccc(CC(=O)N/N=C(\C)c2ccc(Br)s2)cc1	/	/	83*	-4	3	/	3	/	/
48	COC(=O)c1ccc(NC(=O)c2cccnc2)cc1	13	-10	7	-8	-3	3	-3	-1.2	-3.2
49	Cc1[nH][nH]c(=O)c1C(c1cc2c(cc1Br)OCO2)c1c(C)[nH][nH]c1=O	17	14	3	-3	1	6	6	0.6	-2.5
50	CC(=O)N(C)c1cccc([N+](=O)[O-])c1	9	-4	3	5	-2	8	-4	0.0	-0.7
51	CSc1ccc(-c2nc3cnccn3c2Nc2ccc3c(c2)OCO3)cc1	-7	-6	-10	/	5	-9	6	-4.5	-5.2
52	C#CCOCCOCCOCCNc1nc(N2CCN(C(=O)[C@H]([C@@H](C)CC)n3cc(CCCN=C(N)N)nn3)CC2)nc(N2CCN(C(=O)[C@H](C)n3cc(CCCN=C(N)N)nn3)CC2)n1	3	3	-3	/	/	-83	-4	-0.6	1.6
53	Cc1ccc(S(=O)(=O)Nc2cc(=O)[nH]c(SCC(=O)Nc3cccc(C)c3)n2)cc1	-37	-3	12	-5	1	-22	0	-1.8	-4.0
54	COCCOC(=O)c1c(NC(=O)COC(=O)c2ccc(C)o2)sc(C(N)=O)c1C	/	/	4	-1	-4	/	1	/	/
55	COc1ccc(OC)c(S(=O)(=O)N2CCN(c3ccccc3)CC2)c1	-2	-1	14	-10	2	-3	-4	-1.9	-2.8
